BRCA1 expr act: increases BRCA1 expression; Potency, µM (highest dose often 46.1 µM), for the others: at the highest dose activation, actives largely listed as activators; MCF7-BRCA1-FFLuc reporter, luminescence, 48 h; response scale: scaled: vehicle 0%, 10 µM genistein 100%; hit rate 1.1% among 380,000; further: potency means the concentration at half of the fitted maximal effect; nearly all actives have a fitted effect of over 80% in size; some results filed as inactive show a strong effect at the top dose
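Quantitative HTS in MCF7 cells stably reporting BRCA1 expression via firefly luciferase. Compound treatment lasts 48 h at 37 °C in phenol-red free MEM. Activation is expressed relative to genistein at 10 microM and DMSO.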
B2AR arrestin: agonists driving beta-arrestin recruitment to human beta2-adrenergic receptor | P07550 | beta-arrestin recruitment to beta2AR, cell-based reporter | Potency, µM (top dose mostly 46.1 µM), inactives show at the highest dose activation, most hits filed as activators | hit rate 0.02% among 330,000;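 further: potency means the concentration at half of the fitted maximal effect; 0% = DMSO controls and full agonism = EC100 isoproterenol or metaproterenol; nearly all actives have a fitted effect of over 65% in size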
TRPV1 ag: agonists of human vanilloid receptor 1 (TRPV1); TRPV1-expressing cells, Fluo-8 calcium influx, agonist mode; AID 540275; Q8NER1; hit rate 0.19% among 320,000; activation, % at 8.33 µM; in the data active means activation above about 80%; inconclusive means between about 30% and that limit; further: 0% is about no effect
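Cells expressing TRPV1 were dye-loaded with Fluo-8 and read kinetically: 10 s baseline, 3 min after compound (agonist portion), then 2 min after EC20 capsaicin (allosteric enhancer portion). Calcium-bound dye fluorescence at 480/520 nm.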
p53 reactivation: mutant p53 re-activation in reporter cells; H1299 p53-A138V BP100-luciferase reporter, luminescence, 24 h; Potency, µM (top dose mostly 92.2 µM), for inactives: at the highest dose activity change, positive = activation, usual class: activators; hit rate 0.063% among 320,000; AID 504706; further: potency means the concentration at half of the fitted maximal effect; % of control where 0% means no effect; nearly all actives have a fitted effect of over 45% in size
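H1299 (p53-null), stable ts p53-A138V + BP100-Luc; 1000 cells/well, Opti-MEM/10% FBS; cpd 4 pt, 1:5; 24 h, 37 deg C, 5% CO2; detection reagent 10 min RT; luminescence.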
Integrin act MD: activators of alpha7 integrin expression for muscular dystrophy. AID 624291. hit rate 0.064% among 350,000. alpha7betagal myoblasts, beta-gal FDG fluorescence, 48 h. Potency, µM (titrated, usually from 38.3 µM), for the others: at the top dose activation, hits mostly activators;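 further: potency means the concentration at half of the fitted maximal effect; 100% = response of the positive control SU9516; nearly all actives have a fitted effect of over 60% in size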
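alpha7betagal+/- myoblasts (passage 13, 250/well) treated 48 h at 37C with compounds at 1:260 dilution of DMSO stock. Lysed, then beta-galactosidase activity read as FDG fluorescence (ex 480/em 540) after 30 min, with pre-read for autofluorescence.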
uPA surface inh: inhibitors of cell surface uPA generation. cell surface uPA generation assay, qHTS. Potency, µM (doses to about 38.3 µM), for inactives: top-dose activity change, negative = inhibition, actives largely listed as inhibitors. hit rate 0.31% among 330,000; active means well fitted inhibition curve with a large enough effect; inconclusive means small, poorly fitted or top-dose-only effect; inactive means no such curve, though single readings can be large or run the other way; tested in mouse RAW 264.7 cells; further: potency means the concentration at half of the fitted maximal effect; on the % scale 0 is the no-effect control and ±100 the full control effect; nearly all actives have a fitted effect of over 55% in size
ELG1 genotoxic: inducers of genotoxicity in HEK293T ELG1-luciferase cells. HEK293T ELG1-luciferase reporter, luminescence, 16 h. hit rate 1.3% among 330,000. Potency, µM (doses to about 46 µM), inactives show top-dose activity change, positive = activation, actives largely listed as activators. AID 504466; further: potency means the concentration at half of the fitted maximal effect; % of control where 0% means no effect; nearly all actives have a fitted effect of over 60% in size
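ELG1-luciferase HEK293T cells, 2,000/well; compound pinned in; 16 hr, 37 °C, 5% CO2; ONE-Glo, 30 min RT; luminescence on CCD imager.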
TSG101-PTAP inh: blocks PTAP/TSG101 interaction to inhibit HIV-1 budding. Q99816. Fluorescence polarization, FITC-PTAP peptide / Tsg101 binding. Potency, µM (doses to about 115 µM), for the others: at the highest dose activity change, negative = inhibition, usual class: inhibitors. 340,000 tested, under 10 active. AID 493005; active means well fitted inhibition curve with a large enough effect in the main read-out, with a control signal flat, not every such curve was filed as active; inconclusive means small, poorly fitted or top-dose-only effect, or effect the other way, or a change in a side signal; inactive means no such curve, though single readings can be large or run the other way; further: potency means the concentration at half of the fitted maximal effect; % of control where 0% means no effect
Target sequence (Q99816 whole entry, looked up): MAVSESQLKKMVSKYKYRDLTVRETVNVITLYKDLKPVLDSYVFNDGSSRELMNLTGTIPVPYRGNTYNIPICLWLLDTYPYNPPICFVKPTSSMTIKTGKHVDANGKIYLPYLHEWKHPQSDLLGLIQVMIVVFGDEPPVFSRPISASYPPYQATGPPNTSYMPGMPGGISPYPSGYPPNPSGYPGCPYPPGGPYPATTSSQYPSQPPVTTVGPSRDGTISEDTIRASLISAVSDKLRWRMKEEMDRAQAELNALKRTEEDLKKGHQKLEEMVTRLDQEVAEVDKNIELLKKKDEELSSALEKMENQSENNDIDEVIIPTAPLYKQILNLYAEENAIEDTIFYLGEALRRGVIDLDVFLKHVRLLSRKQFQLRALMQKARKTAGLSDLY
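FP read-out: FITC-PTAP peptide, 50 nM final, binding Tsg101 binding domain, 10 uM final; 20 min, r.t.; 10 mM HEPES pH 7.5, 0.15 M NaCl, 0.01% Tween 20, 3 mM EDTA, 0.1 mM TCEP.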
USP2a block: USP2a (human) protease inhibition; USP2 core, Ub-CHOP2 coupled fluorogenic reporter, 485/531; Potency, µM (series often up to 38.3 µM), without a hit: at the top dose activity change, negative = inhibition, hits mostly inhibitors; hit rate 0.01% among 330,000;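 further: potency means the concentration at half of the fitted maximal effect; plate controls were DMSO wells for no effect and full inhibition by NEM control for full effect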
Target sequence (O75604 whole entry, looked up): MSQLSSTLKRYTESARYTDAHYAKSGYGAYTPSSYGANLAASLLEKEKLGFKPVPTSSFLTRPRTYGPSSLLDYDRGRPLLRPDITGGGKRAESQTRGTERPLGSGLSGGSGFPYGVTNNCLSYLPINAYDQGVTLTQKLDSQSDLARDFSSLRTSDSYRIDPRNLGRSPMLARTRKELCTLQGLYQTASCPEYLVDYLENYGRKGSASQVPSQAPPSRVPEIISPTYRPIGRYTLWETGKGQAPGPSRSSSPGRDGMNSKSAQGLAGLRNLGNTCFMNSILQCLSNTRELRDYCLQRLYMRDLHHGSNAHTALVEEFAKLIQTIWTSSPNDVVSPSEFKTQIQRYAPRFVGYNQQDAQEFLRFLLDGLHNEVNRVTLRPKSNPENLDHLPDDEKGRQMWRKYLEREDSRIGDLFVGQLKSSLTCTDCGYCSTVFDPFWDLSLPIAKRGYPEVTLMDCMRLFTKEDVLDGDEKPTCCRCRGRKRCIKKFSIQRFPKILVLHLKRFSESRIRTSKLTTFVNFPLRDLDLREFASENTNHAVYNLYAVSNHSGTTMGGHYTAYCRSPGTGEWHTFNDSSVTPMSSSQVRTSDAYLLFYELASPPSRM
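Cell-free coupled assay: 10nM USP2 core preincubated 30min RT with compound in Tris-HCl pH 8.0/CaCl2/CHAPS buffer, then 25nM Ub-CHOP2 and 25nM reporter substrate; fluorescence (Ex 485/Em 531) read after 60min RT, normalized to NEM inhibition, concentration-response curves fitted.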
Eya2 inh: blocks the phosphatase activity of human Eya2 | Potency, µM (top dose mostly 76.9 µM), for the others: at the highest dose activity, negative = inhibition, usual class: inhibitors | hit rate 0.006% among 330,000 | AID 488837 | O00167 | recombinant Eya2, OMFP fluorescence dephosphorylation (OMFP is methylfluorescein phosphate); further: potency means the concentration at half of the fitted maximal effect; on the % scale 0 is the no-effect control and ±100 the full control effect
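Eya2 (0.2 uM) preincubated 10 min at ambient with compound, then OMFP substrate added at 50 uM; 10 min reaction in 50 mM HEPES pH 7.5, 50 mM NaCl, 5 uM MgCl2, 0.05% BSA, 1 mM DTT. Fluorescence read at Ex 485/Em 525 nm.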
S-ASM inh: blocks human secretory acid sphingomyelinase; hit rate 0.006% among 340,000; Potency, µM (series often up to 57.5 µM), for the others: at the highest dose activity change, negative = inhibition, usual class: inhibitors; placental ASM, HMU-PC fluorogenic substrate, 60 min; further: potency means the concentration at half of the fitted maximal effect
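HMU-PC0 cleavage (9 uM final) by human placental ASM, 60 min at 37 °C following 10 min compound exposure at RT; stopped at pH 10, fluorescence Ex 386/Em 447 nm.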
The depositor's hits bear a star; ? = inconclusive; · = not tested or not shown; & = joins results of further samples; [ ] = remark or other dose. Unless noted, the call rests on the fitted dose curve; in most records, active means well fitted curve in the direction sought with a large enough effect; inconclusive means small, poorly fitted or top-dose-only effect, or another doubt; inactive means no such curve, though single readings can be large; an effect the other way counts as inactive or inconclusive.

Compound	USP2a block	BRCA1 expr act	TSG101-PTAP inh	ELG1 genotoxic	B2AR arrestin	Eya2 inh	Integrin act MD	p53 reactivation	S-ASM inh	TRPV1 ag	uPA surface inh
CCCCn1cnc2c(Sc3c([N+](=O)[O-])ncn3C)nc(N)nc21	·	-21%	1%	·	·	·	-44%	·	0%	·	-12%
COc1ccc(Sc2cc(C(F)(F)F)nc(-c3ccccn3)n2)cc1	-1%	-1%[1.84 µM]	-1%	0%	-0.2%	-7%	4%	-7%	1%	11	0%
COc1ccc2c(COC(=O)CCS(=O)(=O)c3ccc(C)cc3)cc(=O)oc2c1	4%	-25%	-1%	5%	-0.2%	13%	4%	2%	·	2	-2%
O=C(NNC(=O)c1ccc([N+](=O)[O-])cc1)NC1CCCCC1	-2%	-1%	-1%	-1%	0.1%	4%	?	-1%	0%	2	8%
COC(=O)c1ccc(S(=O)(=O)N2CCCCCC2)n1C	-2%	-14%	-5%	2%	-1.1%	-6%	28%	5%	4%	5	-2%
CC(C)(C)c1ccccc1NC(=O)COC(=O)CN1C(=O)NC2(CCCC2)C1=O	3%	1%	0%	-1%	0.1%	-6%	-15%	-5%	1%	15	-2%
Cc1cc(NS(=O)(=O)c2ccccc2)c([N+](=O)[O-])cc1C	-6%	-8%	-3%	2%	-0.8%	-2%	23%	13%	-1%	3	17%
Clc1ccc(-n2cnc3c(Cl)ncnc32)cc1Cl	·	-29%	-2%	·	·	·	6%	·	-4%	·	1%
CC1CC(C)CN(c2ncc3c(n2)CC(c2ccccc2Cl)CC3=O)C1 (stereo unspecified)	1%	-44%	-3%	-2%	0.1%	16%	-19%	5%	-9%	11	6%
O=C(Nc1cccc(C(F)(F)F)c1)c1cc(S(=O)(=O)N2CCCCC2)ccc1N1CCOCC1	4%	-15%	1%	-9%	-0.3%	-17%	-34%	-5%	-7%	6	4%
CCSC(=N)N	1%	-5%	0%	-4%	0.1%	-7%&19%	·	5%	-1%	-1	6%
CCOc1c2ccccc2nn1CCOC	3%	0%	-5%	2%	-0.3%	10%	-7%	7%	-4%	4	16%
CC1(C)Cc2ccccc2-c2nc(NCCCO)[nH]c(=O)c21	1%	-24%	0%	0%	-0.7%	4%	6%	-4%	89%[activator]	·	1%
CC(=O)N1CCC(N(CCN2CCOCC2)C(=S)Nc2cccc(C)c2C)CC1	5%	-1%	-1%	1%	-2.2%	-2%	15%	0%	7%	-2	3%
Cn1c(N)c(NC(=S)NC2CCCCC2)c(=O)n(C)c1=O	·	-2%	-7%	·	·	·	-5%	·	0%	·	1%
CCOC(=O)N1CCN(Cc2nc3c(c(=O)[nH]c(=O)n3C)n2CCCc2ccccc2)CC1	-1%	-18%	-7%	0%	0.2%	7%	-4%	3%	-3%	0	·
COc1ccc(/C=C2\SC(=O)N(CCC(=O)N3CCCCC3)C2=O)cc1OC	7%	-32%	-4%	-1%	-0.4%	-5%	13%	-2%	7%	-2	-1%
COc1ccc(C(=O)Nc2c(N)nc(SCC(=O)c3ccccc3)[nH]c2=O)cc1	2%	2%	1%	10%	0.4%	2%	5%	0%	-1%	3	1%
CCOc1ccc(S(=O)(=O)N2CCN(S(=O)(=O)c3ccc(C)c(C)c3)CC2)cc1	-8%	9%	-10%	-1%	-0.6%	-1%	16%	3%	-1%	-2	-1%
Cc1noc(NS(=O)(=O)c2ccc(NC(=O)c3cc(F)c(F)c(F)c3F)cc2)c1C	5%	-1%	-6%	-3%	-3.6%	38%	24%	-4%	4%	-2	-3%
OC(COC(c1ccccc1)c1ccccc1)CN1CCOCC1 (stereo unspecified)	-1%	1%	-4%	-1%	1.1%	-2%	5%	-1%	5%	4	12%
O=C(/C=C/c1ccc(Cl)cc1)NCc1cccs1	-1%	11µM*	-2%	16%	-0.7%	-1%	12%	20%	0%	?	-4%
CCc1ccc(CN2CCC(Oc3ccc(C(=O)N4CCCC4)cc3)CC2)cc1	-1%	-46%	-2%	-6%	3.2%	3%	-28%	-10%	2%	9	-8%
Cc1ccc(S(=O)(=O)c2nc(Nc3nccs3)sc2Cl)cc1	1%	-43%	2%	-13%	0.4%	-12%	-20%	-2%	-1%	7	-6%
O=C(O)CN1CCc2ccccc2C1	-1%	2%	-1%	0%	-0.1%	3%	41%	1%	-1%	-1	-1%
Cc1cccc(C2c3[nH]c4ccccc4c3CCN2C(=O)c2nn(C)c(=O)c3ccccc23)n1 (stereo unspecified)	-6%	-18%	-3%	-6%	-0.4%	0%	3%	-4%	-19%	1	7%
CC#CCCc1nc2ccccc2c(=O)n1N	1%	-8%	-1%	1%	0.1%	-4%	-5%	-7%	4%	1	-1%
COc1ccccc1C1(O)CCN(C(=O)c2cccs2)CC1	0%	-1%	1%	2%	-0.3%	-2%	9%	2%	1%	-4	-6%
O=C(Nc1ccc2oc(-c3cccnc3)nc2c1)c1ccc2c(c1)OCCO2	4%	42%	1%	?	-0.2%	-2%	14%	5%	8%	-1	-3%
CCc1ccc2c(CC(=O)Nc3cccc(S(=O)(=O)N4CCOCC4)c3)coc2c1	0%	-8%	-2%	0%	4.9%	1%	21%	-8%	-21%	6	-5%
O=C(Nc1ccc(Cl)cc1)P(=O)(O)c1ccccc1	·	-8%	-1%	·	·	·	0%	·	5%	·	3%
Cc1ccc(-c2nc3ccccc3c(=O)n2O)cc1	18%	-23%	1%	-5%	0.9%	-1%	3%	4%	4%	-5	2%
CCOC(=O)C1CCCN(S(=O)(=O)c2cc(OCC(=O)NC3CCCCC3)c(C)cc2Cl)C1 (stereo unspecified)	0%	-55%	-6%	-8%	-0.3%	-9%	-31%	2%	-6%	?	-7%
CC1CCN(CC(=O)N2CCCc3c2c(=O)oc2ccc(OCc4ccccc4)cc32)CC1	-12%	-88%[inhibitor]	-2%	-3%	0.4%	-19%	-62%[inhibitor]	-4%	-3%	?	2%
CC1S/C(=N/N=C/c2ccco2)N(Cc2ccccc2)C1=O (stereo unspecified)	-3%	?	-1%	11%	-0.8%	-17%	-5%	3%	-1%	-5	?
CC(/C=C/c1ccccc1)=N\NC(=O)CNC(=O)c1ccccc1Cl	2%	1%	1%	-3%	-3.0%	-2%	11%	-9%	0%	-1	-11%
S=C(Nc1ccccc1)N1CCOCC1	-4%	-4%	-5%	-1%	-0.6%	8%	-8%	0%	2%	0	-3%
O=C(Nc1ccc(OC(F)F)cc1)c1cc(S(=O)(=O)N2CCOCC2)ccc1F	-1%	-6%	0%	0%	-0.7%	15%	-12%	-10%	-1%	?	-2%
CN(C)CCn1c(=N)n(CC(O)c2ccc(Cl)c(Cl)c2)c2ccccc21 (stereo unspecified)	2%	-37%	-6%	1%	0.2%	16%	-63%[inhibitor]	-3%	-2%	6	?
CCC(=O)Nc1nc(C)c(C(=O)NC2CCCCC2)s1	3%	5%	-4%	1%	-0.1%	2%	9%	-6%	-4%	-2	3%

Sorted by SMILES length (high to low): part of the list above.
Compound	USP2a block	BRCA1 expr act	TSG101-PTAP inh	ELG1 genotoxic	B2AR arrestin	Eya2 inh	Integrin act MD	p53 reactivation	S-ASM inh	TRPV1 ag	uPA surface inh
CCOC(=O)C1CCCN(S(=O)(=O)c2cc(OCC(=O)NC3CCCCC3)c(C)cc2Cl)C1 (stereo unspecified)	0%	-55%	-6%	-8%	-0.3%	-9%	-31%	2%	-6%	?	-7%
CC1CCN(CC(=O)N2CCCc3c2c(=O)oc2ccc(OCc4ccccc4)cc32)CC1	-12%	-88%[inhibitor]	-2%	-3%	0.4%	-19%	-62%[inhibitor]	-4%	-3%	?	2%
CN(C)CCn1c(=N)n(CC(O)c2ccc(Cl)c(Cl)c2)c2ccccc21 (stereo unspecified)	2%	-37%	-6%	1%	0.2%	16%	-63%[inhibitor]	-3%	-2%	6	?
CC(/C=C/c1ccccc1)=N\NC(=O)CNC(=O)c1ccccc1Cl	2%	1%	1%	-3%	-3.0%	-2%	11%	-9%	0%	-1	-11%

Screening data (PubChem)

No enrichment for hits, and some 2.6% of all compounds hit somewhere here.
